Screening results deposited in PubChem BioAssay by The Scripps Research Institute Molecular Screening Center.
TEAD-YAP inh = TEAD-YAP interaction inhibition | HEK-TIYL cells, TEAD-Gal4/YAP UAS-luciferase luminescence | inhibition, % at 9.12 µM | 1.4% of 640,000 active | AID 1259422; in the data active = inhibition above about 32%;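 note: 0% = median of test compound wells and 100% = reference inhibitor wells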
GPR151 activ = human GPR151 activation; activation, % at 11.2 µM; 1% of 650,000 active; PathHunter beta-arrestin GPR151 cells, luminescence; Q8TDV0; in the data active = activation above about 4.9%;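 note: 0% = median of compound wells and 100% = cells with positive control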
MITF primary = blocks human microphthalmia-associated transcription factor. AID 1259374. AlphaScreen MITF homodimerization, bead proximity signal. inhibition, % at 2.6 µM. 0.91% of 650,000 active. O75030; in the data active = inhibition above about 50%;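 note: 0% = vehicle wells with protein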
FBW7 activator = activators of human E3 ligase FBW7; 0.13% of 650,000 active; Q969H0; AlphaScreen FBW7–phospho-cyclin E peptide binding, activator screen; normalized activity (activation), % at 26.1 µM; in the data active = normalized activity above about 1.9%;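 note: purified mutant Fbw7 with reduced substrate affinity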
Target sequence (Q969H0 whole entry, looked up): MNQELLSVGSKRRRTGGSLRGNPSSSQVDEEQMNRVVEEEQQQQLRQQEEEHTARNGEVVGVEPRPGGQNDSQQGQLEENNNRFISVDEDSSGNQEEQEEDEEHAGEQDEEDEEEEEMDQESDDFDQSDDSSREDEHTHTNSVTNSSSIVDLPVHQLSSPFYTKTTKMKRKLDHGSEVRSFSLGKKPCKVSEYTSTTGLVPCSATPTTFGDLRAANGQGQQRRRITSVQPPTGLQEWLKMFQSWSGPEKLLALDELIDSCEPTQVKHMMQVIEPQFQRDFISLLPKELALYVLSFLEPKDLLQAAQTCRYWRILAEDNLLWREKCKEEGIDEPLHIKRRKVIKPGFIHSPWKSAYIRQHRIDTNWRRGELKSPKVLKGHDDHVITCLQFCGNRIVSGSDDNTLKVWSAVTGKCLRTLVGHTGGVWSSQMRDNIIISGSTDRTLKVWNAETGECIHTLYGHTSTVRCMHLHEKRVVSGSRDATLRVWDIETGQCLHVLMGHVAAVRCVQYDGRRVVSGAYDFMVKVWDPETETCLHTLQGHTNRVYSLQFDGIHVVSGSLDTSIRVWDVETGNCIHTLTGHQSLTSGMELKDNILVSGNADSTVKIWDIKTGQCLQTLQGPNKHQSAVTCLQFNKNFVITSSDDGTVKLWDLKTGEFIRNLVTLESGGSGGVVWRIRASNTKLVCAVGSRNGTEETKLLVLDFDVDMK
Starred values were filed as active, the others as inactive.

SMILES | TEAD-YAP inh | GPR151 activ | MITF primary | FBW7 activator
CCOC(=O)c1c(NC(=O)c2ccc(C(C)(C)C)cc2)sc2c1CCC(C)C2 (stereo not given) | 4.5 | -0.8 | -4.3 | 0.3
Cc1ccc(OC(C)C(=O)N/N=C/C=C/c2ccccc2)cc1 (stereo not given) | 1.4 | 0.6 | 3.3 | 0.1
CC(C(=O)N1CCOc2ccc(CN3CCOCC3)cc2C1)c1n[nH]c(=O)c2ccccc12 (stereo not given) | 8.7 | 4.8 | 3.6 | 0.0
COc1ccccc1-c1noc(-c2ccncc2)n1 | -39.5 | -4.2 | 11.6 | 0.2
Cc1ccc(OCCCCCCNCCO)cc1C | -3.9 | 0.2 | 20.0 | 0.1
O=C1/C(=C/c2ccc(O)cc2)SC(=S)N1Cc1ccco1 | 0.2 | -1.1 | 10.4 | 0.1
COCCn1c(C)cc(C(=O)COC(=O)c2ccc3c(c2)nc(C)n3-c2ccccc2)c1C | -0.5 | -1.5 | 0.1 | -0.1
CN(C)C(=O)c1ccccc1-c1ccccc1C(=O)O | 1.0 | 0.0 | 6.7 | 0.1
CCCCN1C(=O)NC(NC(=O)c2ccc(Cl)cc2Cl)(C(F)(F)F)C1=O (stereo not given) | 6.1 | 3.3 | 3.0 | -0.1
Cc1cccc(NC(=O)c2cc(S(=O)(=O)NCc3ccccc3)ccc2F)c1C | 8.9 | -0.5 | -11.8 | -0.1

Single entries from the entries so far:
Value of CN(C)C(=O)c1ccccc1-c1ccccc1C(=O)O in MITF primary: 6.7
Value of COc1ccccc1-c1noc(-c2ccncc2)n1 in TEAD-YAP inh: -39.5
Value of CCCCN1C(=O)NC(NC(=O)c2ccc(Cl)cc2Cl)(C(F)(F)F)C1=O (stereo not given) in TEAD-YAP inh: 6.1
Value of Cc1cccc(NC(=O)c2cc(S(=O)(=O)NCc3ccccc3)ccc2F)c1C in GPR151 activ: -0.5

New compounds follow:
SMILES | TEAD-YAP inh | GPR151 activ | MITF primary | FBW7 activator
O=C1C2C3C=CC(C3)C2C(=O)N1/N=C/c1ccccc1OCc1ccc([N+](=O)[O-])cc1 (stereo not given) | -28.2 | 0.0 | 0.7 | -0.4
O=C(Cc1ccccc1)NCc1nnc2n1CCN(Cc1ccc(F)cc1)CC2 | -3.8 | -0.6 | -7.3 | 0.0
COc1ccc(N2C(=O)/C(=C/c3ccc(-c4ccc(Br)cc4)o3)C=C2c2ccccc2)cc1 | 4.6 | 1.6 | 25.1 | 0.2
O=C(CN1C(=O)C2C3C=CC(C3)C2C1=O)NC1CCN(Cc2ccccc2)CC1 (stereo not given) | 2.5 | -1.0 | -3.2 | -0.1
CC(=O)Nc1ccc2c(c1)[n+](C)c(C)n2-c1ccccc1 | 8.8 | -0.8 | -3.8 | 0.0
COc1ccccc1NC(=O)CN(C)S(=O)(=O)c1ccccc1 | 0.9 | -0.5 | -29.6 | 0.1
COc1cc(/C=N/N=C/c2cc(OC)c(O)c(OC)c2)cc(OC)c1O | -6.7 | -1.0 | 3.8 | -0.1
C[C@H]1NC(=O)[C@@H]2C[C@H](NC(=O)c3ccc(-c4ccccc4)cc3)CN2C1=O | 14.2 | 1.0 | 3.8 | -0.3
CCNC(=O)C1CC(=O)N(c2ccccc2)C1 (stereo not given) | 3.6 | -1.1 | 16.1 | 0.5
Cc1cc(C)n(CC(O)CN2c3ccccc3Sc3ccccc32)n1 (stereo not given) | -17.1 | 0.2 | 1.4 | -0.1
Cc1nn(C)c(C)c1Nc1ccc([N+](=O)[O-])cc1[N+](=O)[O-] | -4.7 | 1.3 | 0.8 | -0.1
C/C(=N\NC(=O)c1cc(-c2ccccc2)n[nH]1)c1ccc(F)cc1 | -0.3 | -1.3 | 6.5 | -0.1
COc1ccc(Br)cc1/C=C/C(=O)N1CCN(c2ccc([N+](=O)[O-])cc2)CC1 | 3.0 | -0.4 | 11.2 | -0.1
COc1ccc(S(=O)(=O)N(Cc2ccc(OC)c(OC)c2)Cc2ccccn2)cc1 | 1.3 | 1.4 | 7.9 | -0.1
CN(C)c1ccc(/C=C2/C(=O)NN(c3cc(Cl)cc(Cl)c3)C2=O)cc1 | -3.9 | -1.4 | 11.2 | 0.1
CCCOc1ccc(-c2ccc(-c3noc(-c4ccncc4)n3)cc2)cc1 | 4.7 | 1.1 | 3.8 | 0.0
COC(=O)c1nnn(CC(=O)NC(=O)Nc2cccc(C)c2C)c1C(=O)OC | 10.6 | 1.0 | 7.5 | 0.0
COC(=O)C1=C(C)Nc2nc(SC)[nH]c(=O)c2C1c1cccs1 (stereo not given) | 2.2 | -0.9 | 1.8 | 0.4
CCn1nc(C)c(CN2CCCC(N3CCN(c4ccc(OC)cc4)CC3)C2)c1C (stereo not given) | -11.8 | 3.6 | 20.6 | 0.2
O=C1C2C3C=CC(C3)C2C(=O)N1/N=C/c1cc(Br)ccc1O (stereo not given) | 8.9 | 0.4 | -3.5 | -0.2

Already shown: an excerpt of the list.
SMILES | TEAD-YAP inh | GPR151 activ | MITF primary | FBW7 activator
Cc1nn(C)c(C)c1Nc1ccc([N+](=O)[O-])cc1[N+](=O)[O-] | -4.7 | 1.3 | 0.8 | -0.1
C/C(=N\NC(=O)c1cc(-c2ccccc2)n[nH]1)c1ccc(F)cc1 | -0.3 | -1.3 | 6.5 | -0.1
COc1ccc(Br)cc1/C=C/C(=O)N1CCN(c2ccc([N+](=O)[O-])cc2)CC1 | 3.0 | -0.4 | 11.2 | -0.1

Next section
SMILES | TEAD-YAP inh | GPR151 activ | MITF primary | FBW7 activator
CC(=O)N(Cc1ccc(Cl)cc1)Cc1cc2cc3c(cc2[nH]c1=O)OCCO3 | -11.1 | -2.3 | 6.4 | 0.0
O=c1c2ccccc2c2ccccc2c(=O)n1-c1cccc([N+](=O)[O-])c1 | -1.5 | 2.0 | 0.6 | 0.0
Cc1cccc(N(CCOC(=O)C2CC(=O)N(c3ccccc3)C2)C2=NS(=O)(=O)c3ccccc32)c1 (stereo not given) | -1.5 | 1.0 | 2.2 | 0.0
Cc1ccccc1NS(=O)(=O)c1ccc(N=Cc2c(C)[nH]n(-c3cccc(Cl)c3)c2=O)cc1 | 5.1 | -1.1 | 4.2 | -0.1
Cn1nnnc1SCC(=O)Nc1ccccc1C(=O)NCc1ccccc1 | 1.2 | 0.9 | 7.3 | 0.1
COc1ccc(C(=O)C2CCN(CC(=O)NC3CCCC3)CC2)cc1 | 7.4 | -0.8 | -2.8 | 0.0
Oc1ccccc1CNc1ccccc1Cl | -21.3 | 0.7 | -0.6 | 0.0
COc1cc(S(=O)(=O)Nc2cccc(C)c2)ccc1NC(C)=O | -0.8 | 0.1 | -13.3 | -0.1
Cc1cc(N)n(-c2ccccc2Cl)n1 | 0.5 | 0.1 | 1.0 | -0.2
CCOc1ccc(NC(=O)c2ccccc2NC(=O)CN2CCC(C(N)=O)CC2)cc1 | -2.6 | 3.9 | 3.0 | 0.0

The final 5 compounds of the part before open the next one.
SMILES | TEAD-YAP inh | GPR151 activ | MITF primary | FBW7 activator
COc1ccc(C(=O)C2CCN(CC(=O)NC3CCCC3)CC2)cc1 | 7.4 | -0.8 | -2.8 | 0.0
Oc1ccccc1CNc1ccccc1Cl | -21.3 | 0.7 | -0.6 | 0.0
COc1cc(S(=O)(=O)Nc2cccc(C)c2)ccc1NC(C)=O | -0.8 | 0.1 | -13.3 | -0.1
Cc1cc(N)n(-c2ccccc2Cl)n1 | 0.5 | 0.1 | 1.0 | -0.2
CCOc1ccc(NC(=O)c2ccccc2NC(=O)CN2CCC(C(N)=O)CC2)cc1 | -2.6 | 3.9 | 3.0 | 0.0
O=C(CNc1ccc2ccccc2c1)N/N=C/c1ccc(O)c(I)c1 | -10.8 | -0.3 | 13.8 | 0.0
CCOC(=O)c1ccc(NC(=O)CN2C(=O)c3cccc4cccc(c34)C2=O)cc1 | 5.2 | -1.7 | 11.1 | 0.2
Nc1nonc1-n1nnc(C(=O)N/N=C/c2c(F)cccc2Cl)c1-c1ccccc1 | -3.5 | -0.6 | 1.5 | -0.1
CCCCNC(=O)C1c2ccccc2C(=O)N(C)C1c1ccc(OC)cc1 (stereo not given) | 4.9 | -0.5 | -8.2 | 0.0
O=C(CCC(=O)Nc1nc(-c2cc3cc(Cl)ccc3oc2=O)cs1)NCCc1ccccc1Cl | -3.6 | -0.9 | -2.7 | -0.1
O=C(c1ccccc1)c1ccc(-c2[nH]c(-c3cccc4ccccc34)nc2-c2ccccc2)cc1 | -4.5 | 0.9 | -10.5 | -0.3
CC1CCc2cc(F)ccc2N1C(=O)c1cc2ccccc2c(=O)o1 (stereo not given) | -0.5 | 0.3 | 16.2 | 0.0
CCOc1ccc(-c2noc(-c3ccco3)n2)cc1OCC | -25.3 | -2.4 | 0.8 | 0.1
COc1cccc(/C=N/NC(=O)N/N=C/c2cccc(OC)c2)c1 | 0.8 | -2.2 | 27.6 | 0.4
COCCn1nnnc1C(c1ccc(C)cc1)N1CCCC2(CCCCC2)C1 (stereo not given) | -34.2 | 0.0 | -3.8 | 0.1
